Compound activity: PubChem, Sanford-Burnham Center for Chemical Genomics
Hsp70 displacement: small molecules displacing fluorescent ligand from Hsp70 – biochemical, fluorescence polarization, primary screen (AID 583) | one-dose displacement, % at 20 µM; IC50 in µM for titrated hits | hit rate 0.06% among 140,000 | Hsp70 fluorescence polarization probe displacement, mP; higher % means a stronger effect; in the data active = displacement above about 50%;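 also: plate controls were vehicle for no effect and reference ligand for full effect; a part of the inactive calls stands beside numbers as strong as those of hits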
Rat MKP-3 inhibitors: MKP-3 phosphatase inhibitors, primary screen, biochemical, rat enzyme, in vitro (AID 425); recombinant MKP-3 phosphatase activity, fluorescence; higher % means a stronger effect; inhibition, % at 20 µM, or IC50 in µM where a hit was titrated; hit rate 0.17% among 110,000; in the data active = inhibition above about 50%;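 also: plate controls were vehicle for no effect and reference inhibitor for full effect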
An asterisk follows results filed as active; · = no result given; & = joins results of further samples.

Results follow in this order: Hsp70 displacement, Rat MKP-3 inhibitors
> CCOc1cc(C2Nc3cc(C)c(C)cc3NC3=C2C(=O)CC(C)(C)C3)ccc1OC(=O)C1CC1 (centres undefined)
 : -4.5%, 3%
> COc1ccc(C2=C(Nc3ccc4oc5ccccc5c4c3)c3ccccc3C2=O)cc1
 : 8.2%, 2%
> O=C(CSc1ncn[nH]1)NC(c1ccccc1)c1ccccc1
 : 2.7%, 2%
> O=C(NCCCN1CCCC1=O)c1ccccc1NS(=O)(=O)c1ccc(F)cc1
 : -2.0%, -2%
> COCCCN1C(=O)C(=Cc2c(NCC3CCCO3)nc3ccccn3c2=O)SC1=S (centres undefined)
 : 3.8%, 3%
> Cc1ccc(CSc2nnc(-c3ccc(S(=O)(=O)N4CCCC4)cc3)o2)cc1
 : 0.8%, -2%
> COc1ccc(C(=O)Cn2nnc(-c3ccccc3-n3cnnn3)n2)cc1
 : 1.4%, -8%
> Cc1ccc(C)c(NC(=O)C(Sc2nncn2C)c2ccccc2)c1 (centres undefined)
 : -4.0%, 0%
> Cc1ccc(N)c(C(=O)CCCCC(=O)O)c1
 : 3.1%, -13%
> CC(=O)c1cccc(NC(=O)COc2cc(C)ccc2C(C)(C)C)c1
 : 3.0%, 3%
> O=C(NCc1ccco1)c1csc(Nc2ccccc2Cl)n1
 : -3.4%, 0%
> O=C1NC(=S)N/C1=C/c1cc2c(cc1[N+](=O)[O-])OCO2
 : -0.2%, 65%*
> CCOc1ccc(NS(=O)(=O)c2ccc3[nH]cc(C(=O)N(CC)CC)c(=O)c3c2)cc1
 : 5.7%, 6%
> Cc1ccc(OCCOc2ccccc2C=O)cc1C
 : 4.4%, 6%
> COC(=O)c1ccc(C(=O)OC)c(NC(=O)/C=C/c2ccco2)c1
 : -0.7%, 2%

Grouped by structure, the entries above containing an NH in an aromatic ring (2)
Results follow in this order: Hsp70 displacement, Rat MKP-3 inhibitors
> O=C(CSc1ncn[nH]1)NC(c1ccccc1)c1ccccc1
 : 2.7%, 2%
> CCOc1ccc(NS(=O)(=O)c2ccc3[nH]cc(C(=O)N(CC)CC)c(=O)c3c2)cc1
 : 5.7%, 6%

Further structures.
Results follow in this order: Hsp70 displacement, Rat MKP-3 inhibitors
> CN(C)/C=C(\C#N)c1nc2ccccc2[nH]1
 : 0.4%, -6%
> CCn1c(SCc2ccccc2)nnc1-c1cccs1
 : 2.0%, -9%
> Cn1c(CSCc2ccc(Cl)c(Cl)c2)nnc1SCC(=O)Nc1nccs1
 : 4.0%, -10%
> COC(=O)c1c(=O)n(O)c2ccc(OC)cc2[n+]1[O-]
 : 57%, -8%
> O=C1CC(C(=O)N2CCOCC2)C2(CCCCC2)O1 (centres undefined)
 : -1.0%, ·
> Cc1nc2ccccc2c2oc(C(=O)NCC3COc4ccccc4O3)cc12 (centres undefined)
 : -0.8%, -1%
> C=CCOc1ccccc1/C=c1\sc2nc(=O)c(C)nn2c1=O
 : 7.9%, 1%
> COc1ccc(-n2nc3cc(C)c(NC(=O)c4ccc(Cl)cc4Cl)cc3n2)cc1
 : -0.7%, -3%
> Cc1nnc(SCC(=O)N2CCN(S(=O)(=O)c3ccccc3)CC2)[nH]c1=O
 : 3.4%, -13%
> CCOc1cc(CN2CCSCC2)ccc1O
 : -0.4%, -3%
> C=CCNC(=O)C(=O)NCc1ccc(C)cc1
 : -4.4%, -2%
> CCC(=O)Nc1cccc(-c2nc3cc(Cl)ccc3o2)c1C
 : -1.9%, 2%
> CCN1C(=O)C(=Cc2cccn2-c2ccc([N+](=O)[O-])cc2)C(=O)N(CC)C1=S
 : 18%, 19%
> O=[N+]([O-])c1ccc(Cl)c(S(=O)(=O)NCc2ccccn2)c1
 : 6.6%, 0%
> O=C1/C(=C/c2ccc(Br)cc2)SC(=S)N1CCc1ccccc1
 : -1.9%, 0%
> O=C(NCc1ccco1)C(Cc1ccccc1)N1C(=O)c2ccccc2C1=O (centres undefined)
 : -1.4%, -5%
> CCCCCc1nnc(NC(=O)CS(=O)(=O)Cc2ccccc2)s1
 : -5.8%, 1%
> Clc1ccccc1-c1nnc(-c2ccccc2Cl)o1
 : 7.7%, ·
> COc1cccc(/C=N/n2c(C)nc3ccccc32)c1OC
 : 0.2%, -1%
> CCOC(=O)NCc1ccc(CNC(=O)OCC)cc1
 : -1.5%, -20%
> CSc1nnc(-c2cccc(NC(=S)NN)c2)o1
 : -4.4%, 0%
> CCCc1c(C)c2ccc(OCC(C)=O)cc2oc1=O
 : 1.6%, 5%
> CC(C)c1ccc(/C=C/C(=O)NCc2cccnc2)cc1
 : -2.1%, -2%
> O=C(CCc1n[nH]c(=O)[nH]c1=O)N/N=C/c1c[nH]c2ccccc12
 : 0.9%, 3%
> N#C/C(=C/c1ccc(N2CCCCCC2)o1)c1ccc(Cl)cc1
 : -56%, ·
> COc1cc(NC(=O)COc2ccc(Br)cc2C(C)(C)C)c(OC)cc1Cl
 : 1.1%, 4%
> COC(=O)c1c(N)sc(C(=O)Nc2ccc(C)cc2)c1C
 : 5.5%, -2%
> CCCCCNC(=O)C(C)Sc1ccc(Cl)cc1 (centres undefined)
 : 3.1%, ·
> Cc1ccc(-c2cccc(NC(=O)C3C(C(=O)O)[C@@H]4C=C[C@H]3C4)c2)o1 (some centres undefined)
 : -1.9%, -6%
> COc1ccc(-n2nnc3c(SCC(=O)OCc4ccccc4)ncnc32)cc1
 : 4.7%, -5%
> C=CCN(CC=C)C(=O)c1ccccc1NC(=O)c1ccccc1C
 : -0.4%&-0.9%, 5%
> COc1ccc(CCNS(=O)(=O)c2cccc(C)c2)cc1OC
 : -2.4%, ·
> COc1ccc2[nH]c(C)cc(=O)c2c1
 : 7.1%, ·
> CN1CCN(NC(=O)c2ccc([N+](=O)[O-])cc2Cl)CC1
 : 0.1%, 0%
> COc1cccc2c(=O)cc(C)n(CC(=O)Nc3ccc(C)c(C)c3)c12
 : 0.1%, -6%
> CCn1nc(C)c(NC(=O)CCSc2nc(-c3ccco3)cc(C(F)(F)F)n2)c1C
 : -1.0%, ·
> CCCC(=O)Nc1c(-c2ccc(OC)cc2)c(=O)c2ccccc2n1C
 : 3.0%, ·
> COc1ccc(C(=O)CSc2nnc(-c3cc(C)cc(C)c3)o2)cc1
 : -4.1%, -11%
> CC(=O)Nc1ccc2c(c1)nc(CCNC(=O)c1ccccc1)n2C
 : 2.2%, -2%
> Cc1cc(/C=C2\C(=O)NC(=S)N(c3ccccc3F)C2=O)c(C)n1-c1cccnc1
 : 2.9%, -8%
> Cc1cccc2cc(C#N)c(SCC(=O)NCC3CCCO3)nc12 (centres undefined)
 : 0.4%, ·
> O=S(=O)(c1ccc(Br)cc1)n1ccc2ccccc21
 : -3.4%&-2.9%, -3%
> C=CCn1c(=O)c(C(=O)Nc2ccccc2OC)c(O)c2ccccc21
 : 1.8%, -10%
> COc1ccccc1C(=O)NCCn1cc(SCC(=O)NCc2ccco2)c2ccccc21
 : -0.7%, ·
> Cc1onc(-c2ccccc2Cl)c1C(=O)Nc1ccccc1N1CCOCC1
 : -3.9%, ·
> COc1nc(C#N)nc(N(C)C)n1
 : -0.7%, 3%
> COc1ccccc1-c1coc2cc(OC(C)=O)ccc2c1=O
 : 0.4%, 4%
> O=[N+]([O-])c1ccc(NCCCNS(=O)(=O)c2ccccc2)cc1
 : 1.3%, -5%
> CC1(C)CC(NCC(=O)OC2CCCCC2)CC(C)(C)N1
 : -5.0%, 10%
> CC(C)CCSc1nc(N)c(C#N)cc1C#N
 : -0.9%, -12%
> C=CCN1C(=O)/C(=C/c2cc([N+](=O)[O-])ccc2OC)SC1=S
 : -0.2%, 0%
> CSc1ccccc1NC(=O)c1ccc(C)o1
 : 6.2%, 1%
> O=c1c(-c2cccc3ccccc23)[n+]([O-])c2ccccc2n1O
 : -6.5%, ·
> O=C(COC(=O)c1ccccc1Oc1ccccc1)NC1CCS(=O)(=O)C1 (centres undefined)
 : -7.6%, 0%
> CSc1nnc(-c2ccc(O)cc2)n1C
 : 1.8%, 1%
> CCOC(=O)Cn1c(=O)oc2cc(S(=O)(=O)N3CCN(c4ccccn4)CC3)ccc21
 : 7.5%, -1%
> Cc1ccc(S(=O)(=O)N(C)c2ccc(OCC(=O)OCc3c(C)noc3C)cc2)cc1
 : 7.2%, -4%
> N#Cc1c(N)n(CCNC(=O)c2cccs2)c2nc3ccccc3nc12
 : -14%, 18%
> Cc1cccc(Nc2nc(N)nc(CN3CCN(C)CC3)n2)c1
 : 3.3%, -1%
> CCOc1cc2[nH]c(=O)n(CCC(=O)NCCc3ccccc3)c(=O)c2cc1OCC
 : 6.5%, -9%

Some of the entries so far, with each value named:
N#Cc1c(N)n(CCNC(=O)c2cccs2)c2nc3ccccc3nc12
  Hsp70 displacement: -14%
  Rat MKP-3 inhibitors: 18%
Cc1cccc(Nc2nc(N)nc(CN3CCN(C)CC3)n2)c1
  Hsp70 displacement: 3.3%
  Rat MKP-3 inhibitors: -1%

Continuation:
Results follow in this order: Hsp70 displacement, Rat MKP-3 inhibitors
> CCCn1c(SCC(=O)NC)nnc1C(C)C
 : 2.6%, -4%
> CCOc1nc(-c2ccccc2O)nc2ccccc12
 : 3.7%, -6%
> Fc1ccc(-c2nnc3sc(C4COc5ccccc5O4)nn23)cc1 (centres undefined)
 : -6.2%, 3%
> COC(=O)C1=C(C)NC(=O)CC1c1cccc(Cl)c1 (centres undefined)
 : 4.2%, -1%
> Cc1cn(S(=O)(=O)c2ccc(Cl)cc2)c(C)n1
 : -1.4%, 3%
> Cc1ccc(NC(=O)C2CC2(c2ccccc2)c2ccccc2)cc1 (centres undefined)
 : 13%, 2%
> C#CCSc1nc2ccccc2n1C(=O)c1cccs1
 : -2.2%, 4%
> CCCC(=O)Nc1cccc(NC(=S)NC(=O)c2ccccc2Cl)c1
 : 0.2%, 5%
> Brc1cccc(-c2nnc(SCc3ccccc3)o2)c1
 : -0.9%, 4%
> COc1ccc(F)cc1S(=O)(=O)N1CCN(Cc2ccc3c(c2)OCO3)CC1
 : 0.1%, 6%
> CC(SCCc1ccccn1)C(=O)O (centres undefined)
 : 4.0%, -4%
> Cc1onc(-c2ccccc2Cl)c1C(=O)N1CCN(c2cccc(Cl)c2)CC1
 : 2.5%, -5%
> CCn1cc(C(=O)NCc2ccccc2OC)c(=O)c2ccc(C)nc21
 : -5.3%, -3%
> COC(=O)c1ccc(-c2ccc(/C=C3/SC(=S)N(C)C3=O)o2)cc1
 : 8.0%, -2%
> CC(=O)N(C)c1nc(-c2ccc(Cl)cc2)cs1
 : -5.8%, 0%
> COc1ccc(S(=O)(=O)N2CCC(C(=O)N3CCN(c4ccccc4OC)CC3)CC2)cc1
 : 3.3%, -3%
> COC(=O)c1ccc(C=NN2CCN(Cc3ccccc3)CC2)cc1
 : 0.2%, 1%
> CC(=O)COc1ccc2c3c(c(=O)oc2c1C)CCCC3
 : -4.0%, 4%
> O=C(Nc1ccc2c(c1)C(=O)N(CC1CCCO1)C2=O)c1ccccc1Br (centres undefined)
 : 2.0%, ·
> COc1ccc(Cl)cc1N(CC(=O)Nc1cccc2cccnc12)S(=O)(=O)c1ccc(C)cc1
 : -0.4%, -1%
> CCOc1cccc(C2C(C(=O)Nc3ccccc3C)=C(C)NC3=C2C(=O)CCC3)c1 (centres undefined)
 : 3.2%, 0%
> COc1ccc(/C=C/C(=O)NCC(=O)N/N=C/c2cc(Br)ccc2OCc2ccccc2)cc1
 : 7.2%, ·
> CCOc1cccc(CNn2cnnc2)c1OCc1ccccc1
 : 4.3%, ·
> Cc1ccc(/C(O)=C2\C(=O)C(=O)N(CC(C)O)C2c2ccc(N(C)C)cc2)cc1 (centres undefined)
 : 2.0%, -3%
> CC(=O)Nc1cn(C(C)=O)c(C)n1
 : -2.3%, 0%
> Brc1cccc(-c2nnc3n2CCCCC3)c1
 : 2.2%, 0%
> CCOC(=O)c1c(C)[nH]c(C(=O)CSc2nnc(CC(C)c3ccccc3)o2)c1C (centres undefined)
 : -4.5%, 3%
> Cn1c(CN2CCCC2)nc2cc(NS(=O)(=O)c3ccc(Cl)cc3)ccc21
 : -0.7%, ·
> Cc1ccc(C(C)C)c(OCC(=O)N/N=C/c2ccncc2)c1
 : 4.9%, 0%
> O=C(NCc1ccc2c(c1)OCO2)C1CC(=O)N(c2ccc(F)cc2)C1 (centres undefined)
 : 0.1%, ·

Part of the list above in order of count of non-hydrogen atoms, smallest number first.
Results follow in this order: Hsp70 displacement, Rat MKP-3 inhibitors
> CCOc1cc(CN2CCSCC2)ccc1O
 : -0.4%, -3%
> CCCCCNC(=O)C(C)Sc1ccc(Cl)cc1 (centres undefined)
 : 3.1%, ·
> CCn1c(SCc2ccccc2)nnc1-c1cccs1
 : 2.0%, -9%
> COc1ccc(C(=O)CSc2nnc(-c3cc(C)cc(C)c3)o2)cc1
 : -4.1%, -11%
> Cn1c(CSCc2ccc(Cl)c(Cl)c2)nnc1SCC(=O)Nc1nccs1
 : 4.0%, -10%
> CCOC(=O)c1c(C)[nH]c(C(=O)CSc2nnc(CC(C)c3ccccc3)o2)c1C (centres undefined)
 : -4.5%, 3%

(list continues)
Results follow in this order: Hsp70 displacement, Rat MKP-3 inhibitors
> CCN(CC)C(=O)c1ccc(COc2ccccc2Br)o1
 : -0.4%, 6%
> O=C(Nc1ncnc2sc3c(c12)CCC3)c1ccco1
 : -4.5%, -3%
> CC(C(=O)O)n1c(O)c(/C=C2/C=Nc3ccccc32)sc1=S (centres undefined)
 : -142%, 3%
> CCOC(=O)Nc1ccc2c(c1)Nc1ccccc1S2
 : -3.1%, -6%
> CNC(=O)NC(=O)CSc1nnc(-c2ccco2)n1Cc1ccccc1
 : -6.4%, ·
> CCOc1ccc(-n2c(Cc3cc(=O)[nH]c(=O)[nH]3)nnc2SCC(N)=O)cc1
 : -4.5%, -5%
> COC(=O)c1cc(C(=O)OC)cc(S(=O)(=O)Nc2ccc(Cl)c(N)c2)c1
 : -7.9%, -1%
> O=C1c2ccccc2C(=O)N1CCc1nc(-c2ccc(Cl)cc2)no1
 : -5.0%, ·

These rows are one share of the data; the hit share may differ from the screen's.
